Compound activity from PubChem BioAssay.
OX1R antag = antagonists of human orexin 1 receptor | O43613 | CHO/OX1R cells, Fluo-8 calcium fluorescence, orexin A | inhibition, % at 5 µM | 330,000 compounds, 0.43% hits | AID 434989;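 active = inhibition above its plate's threshold, mean inhibition of all tested compounds on the plate plus 3 SD, cut at about 37% in these data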;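 also: 0% = orexin A challenge wells and 100% = SB-334867-A antagonist wells; not every result past the cut was called active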
Target sequence (O43613 whole entry, looked up): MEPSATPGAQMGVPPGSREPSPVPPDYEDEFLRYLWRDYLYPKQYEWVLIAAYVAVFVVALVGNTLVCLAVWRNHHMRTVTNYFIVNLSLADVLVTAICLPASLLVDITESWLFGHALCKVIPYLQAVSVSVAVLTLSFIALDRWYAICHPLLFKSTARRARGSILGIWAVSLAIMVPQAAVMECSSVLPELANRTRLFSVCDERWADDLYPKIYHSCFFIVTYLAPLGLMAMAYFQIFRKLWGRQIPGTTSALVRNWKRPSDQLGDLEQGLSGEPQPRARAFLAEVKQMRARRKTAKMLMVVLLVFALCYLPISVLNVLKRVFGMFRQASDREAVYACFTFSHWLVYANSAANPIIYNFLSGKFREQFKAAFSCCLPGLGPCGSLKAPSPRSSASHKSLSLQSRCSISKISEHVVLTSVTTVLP
CHT PAM = human CHT allosteric activation. CHT-expressing cells, membrane potential dye, choline EC20; hits give high values; LV-AA mutant CHT in HEK293 cells. 310,000 compounds, 0.49% hits. B-score at 10 µM. AID 488977. Q9GZV3;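 active = initial fluorescence not abnormally high and integrated response B-score, plate-corrected, over 3 SD above library mean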
Target sequence (Q9GZV3 whole entry, looked up): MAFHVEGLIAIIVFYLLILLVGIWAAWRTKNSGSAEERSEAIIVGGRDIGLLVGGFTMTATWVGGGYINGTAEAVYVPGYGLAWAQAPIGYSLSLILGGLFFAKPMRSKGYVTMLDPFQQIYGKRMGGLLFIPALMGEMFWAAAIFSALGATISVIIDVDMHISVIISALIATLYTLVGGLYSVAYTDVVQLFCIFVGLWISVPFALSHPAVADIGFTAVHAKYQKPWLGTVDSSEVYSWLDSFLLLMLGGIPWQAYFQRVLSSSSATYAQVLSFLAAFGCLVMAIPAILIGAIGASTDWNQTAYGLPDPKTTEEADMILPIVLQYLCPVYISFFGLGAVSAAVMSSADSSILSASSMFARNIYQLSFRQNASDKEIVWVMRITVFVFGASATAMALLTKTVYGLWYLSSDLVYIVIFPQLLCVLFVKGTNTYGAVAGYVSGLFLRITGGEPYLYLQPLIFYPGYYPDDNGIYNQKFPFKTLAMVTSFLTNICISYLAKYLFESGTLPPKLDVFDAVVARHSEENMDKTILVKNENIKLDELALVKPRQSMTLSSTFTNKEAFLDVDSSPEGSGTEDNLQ
An asterisk follows results filed as active. Compounds were not picked by outcome. About 0.8% of those tested had a hit in this group.

Sample of the layout (2 entries):
For O=C1CCC2(CC1)NC(=O)N(c1ccccc1)N2 the results were OX1R antag -12.9 and CHT PAM inactive.
COc1ccc(C(=O)NCC(=O)NCc2ccncc2)cc1 was read as OX1R antag -0.1.

Results (from the top)
For O=C1CCC2(CC1)NC(=O)N(c1ccccc1)N2 the results were OX1R antag -12.9 and CHT PAM inactive.
COc1ccc(C(=O)NCC(=O)NCc2ccncc2)cc1 was read as OX1R antag -0.1.
Screening CN(CC(=O)Nc1c(Cl)cccc1Cl)C(=O)c1cc(S(=O)(=O)N(C)C)ccc1N1CCCC1 returned OX1R antag -29.1 and CHT PAM inactive.
Screening O=C(/C=C/NNC(=O)c1ccc(Br)cc1)c1ccccc1 returned OX1R antag -16.9 and CHT PAM inactive.
For CCOC(=O)c1c(NC(=O)Cc2cccs2)sc2c1CCCC2 the results were OX1R antag -26.1 and CHT PAM inactive.
Screening N#CC1=C(N)SC(N)=C(C#N)C1c1cccc(Oc2ccccc2)c1 returned OX1R antag 23.1 and CHT PAM inactive.
For COC(=O)c1c(C)[nH]c(C)c1C(C)=O the results were OX1R antag 16.2 and CHT PAM inactive.
Screening CCCCNC(=O)c1cc(-c2ccc3c(c2)OCO3)on1 returned OX1R antag -9.8 and CHT PAM inactive.
O=C(CCS(=O)(=O)c1ccccc1)Nc1nncs1 was read as OX1R antag -1.0 and CHT PAM inactive.
For CC(=O)COC(=O)c1cccc(N2C(=O)C3C4C=CC(C4)C3C2=O)c1 (stereo not given) the results were OX1R antag -0.8 and CHT PAM inactive.
For O=C(Nc1ccnn1C1CCN(Cc2c(F)cccc2Cl)CC1)C1CCCC1 the results were OX1R antag -23.1 and CHT PAM inactive.
`O=C(C1CCN(S(=O)(=O)c2ccc(Cl)cc2)CC1)N1CCC1` gave OX1R antag -15.7 and CHT PAM inactive.
For COc1cccc(CNC(=O)CCCn2nc(C)c3c(C)n(-c4ccc(C)cc4)nc3c2=O)c1OC the results were OX1R antag -49.5 and CHT PAM inactive.
CC(C)CCNCC1OCc2ccccc2CO1 was read as OX1R antag -30.4 and CHT PAM inactive.
Screening COc1ccc(CC(=O)OCC(=O)Nc2cccc(Cl)c2)cc1 returned OX1R antag -13.2 and CHT PAM inactive.
Screening Cn1c(=O)[nH]c(=O)c2c1nc(NCCCO)n2Cc1ccc(F)cc1 returned OX1R antag -6.7 and CHT PAM inactive.
For COc1cccc(C(=O)COC(=O)C(C)N2C(=O)C3C4C=CC(C4)C3C2=O)c1 (stereo not given) the results were OX1R antag -12.7 and CHT PAM inactive.
`CCn1cc(CN2CCC(n3nccc3NC(=O)Cc3ccccc3)CC2)cn1` gave OX1R antag 1.9 and CHT PAM inactive.
CC(C)(C)c1ccc(NC(=O)CSc2n[nH]c(=O)n2C2CC2)cc1 was read as OX1R antag -12.8.
For CCOc1ccccc1N/C(=N/c1nc(C)cc(C)n1)NC(=O)Nc1ccc(Cl)c(Cl)c1 the results were OX1R antag -20.8 and CHT PAM inactive.

Not a retest: 11 of the compounds above.
For O=C1CCC2(CC1)NC(=O)N(c1ccccc1)N2 the results were OX1R antag -12.9 and CHT PAM inactive.
COc1ccc(C(=O)NCC(=O)NCc2ccncc2)cc1 was read as OX1R antag -0.1.
Screening CN(CC(=O)Nc1c(Cl)cccc1Cl)C(=O)c1cc(S(=O)(=O)N(C)C)ccc1N1CCCC1 returned OX1R antag -29.1 and CHT PAM inactive.
Screening O=C(/C=C/NNC(=O)c1ccc(Br)cc1)c1ccccc1 returned OX1R antag -16.9 and CHT PAM inactive.
For CCOC(=O)c1c(NC(=O)Cc2cccs2)sc2c1CCCC2 the results were OX1R antag -26.1 and CHT PAM inactive.
Screening N#CC1=C(N)SC(N)=C(C#N)C1c1cccc(Oc2ccccc2)c1 returned OX1R antag 23.1 and CHT PAM inactive.
For COC(=O)c1c(C)[nH]c(C)c1C(C)=O the results were OX1R antag 16.2 and CHT PAM inactive.
Screening CCCCNC(=O)c1cc(-c2ccc3c(c2)OCO3)on1 returned OX1R antag -9.8 and CHT PAM inactive.
O=C(CCS(=O)(=O)c1ccccc1)Nc1nncs1 was read as OX1R antag -1.0 and CHT PAM inactive.
For CC(=O)COC(=O)c1cccc(N2C(=O)C3C4C=CC(C4)C3C2=O)c1 (stereo not given) the results were OX1R antag -0.8 and CHT PAM inactive.
For O=C(Nc1ccnn1C1CCN(Cc2c(F)cccc2Cl)CC1)C1CCCC1 the results were OX1R antag -23.1 and CHT PAM inactive.

(cont.)
`FC(F)(F)c1ccc(N2CCN(c3cc(-c4ccccc4)nc4ncnn34)CC2)nc1` gave OX1R antag 11.0 and CHT PAM inactive.
Screening CSc1cccc(CN2CCC(CCC(=O)NC3CC3)CC2)c1 returned OX1R antag -19.7 and CHT PAM inactive.
Screening CCN(CC)CCCN1C(=O)C(O)=C(C(=O)c2ccco2)C1c1ccc(OC(C)C)cc1 (stereo not given) returned OX1R antag -20.1 and CHT PAM inactive.
For O=c1oc(CCO)cc2ccc(-c3ccc4[nH]ccc4c3)cc12 the results were OX1R antag 17.9.
Screening CCOC(=O)C(CCCCCCP(=O)(c1ccccc1)c1ccccc1)NC(C)=O (stereo not given) returned OX1R antag -12.0 and CHT PAM inactive.
Screening O=C(Nc1cccc(-c2cn3cccnc3n2)c1)Nc1ccccc1F returned OX1R antag -28.9 and CHT PAM inactive.
Cc1ccc(CN2CC(C(=O)O)CC2=O)cc1 (stereo not given) was read as OX1R antag -13.5 and CHT PAM inactive.
For CC(C)Cn1nc(C(=O)Nc2cccc(S(=O)(=O)N3CCCC3)c2)c2ccccc2c1=O the results were OX1R antag -27.3.
Screening CC(C)=CC(=O)Nc1ccc(Br)cc1 returned OX1R antag 8.9 and CHT PAM inactive.
CCOC(=O)CSc1nc(C)cc(=O)[nH]1 was read as OX1R antag -4.0 and CHT PAM inactive.
COc1ccc(C(=O)NC(=S)Nc2ccccc2N2CCOCC2)cc1[N+](=O)[O-] was read as OX1R antag -20.4 and CHT PAM inactive.
For CCc1nn(CC(=O)NCCc2ccc(OC)cc2OC)c(=O)c2cc3occc3n12 the results were OX1R antag -24.5 and CHT PAM inactive.
Screening CCN(c1ccccc1)S(=O)(=O)c1ccc2ccccc2c1 returned OX1R antag -34.6 and CHT PAM inactive.
Screening Cc1ccc(CSc2nnc3c(n2)OC2(Nc4ccccc4-3)C(=O)Nc3ccc(F)cc32)cc1 (stereo not given) returned OX1R antag 2.0 and CHT PAM inactive.
For Cc1ccc(C)c(N(CC(=O)NCc2ccco2)C(=O)CNS(=O)(=O)c2ccc(F)cc2)c1 the results were OX1R antag -14.7 and CHT PAM inactive.
For Cn1cnnc1SCC(=O)c1ccc2c(c1)NC(=O)CO2 the results were OX1R antag -5.4.
For CC(C/C=N/NC(=O)COc1cc(Cl)ccc1Cl)c1ccccc1 (stereo not given) the results were OX1R antag -70.7 and CHT PAM inactive.
COC(=O)c1sc(NC(=O)c2cc3c(s2)CCCC3)nc1C was read as OX1R antag 58.0* and CHT PAM inactive.
`COc1ccc(S(=O)(=O)N2c3ccccc3OCC2C(C)(C)C)cc1` (stereo not given) gave OX1R antag 5.5 and CHT PAM inactive.
`CCN(CC(=O)Nc1ccccc1OC)C(=O)C1CC2C=CC1C2` (stereo not given) gave OX1R antag -13.3 and CHT PAM inactive.
Screening COc1ccc(CNC(=O)/C(C#N)=C/c2cccc(OC)c2OC)cc1 returned OX1R antag -24.4 and CHT PAM inactive.
O=C(CSc1nnc(-c2ccccc2)o1)NC(=O)Cc1ccccc1 was read as OX1R antag -28.9.
For CCOC(=O)C(C(=O)OCC)N(C#N)c1nc(C)cc(C)n1 the results were OX1R antag 3.7 and CHT PAM inactive.
COc1cc(/C=N/OCC(=O)NC2CCCCC2)ccc1OCc1ccccc1 was read as OX1R antag 13.8 and CHT PAM inactive.
CC(Cc1n[nH]c(=S)n1N)c1ccccc1 (stereo not given) was read as OX1R antag -19.1 and CHT PAM inactive.
For COc1cccc(CC(=O)N2CCC(CCC(=O)Nc3cccc(OC)c3)CC2)c1 the results were OX1R antag -4.5 and CHT PAM inactive.
Screening O=C1CCNc2c(Cl)cccc21 returned OX1R antag -12.6 and CHT PAM inactive.
`CN(CC(=O)NCCc1ccc(S(N)(=O)=O)cc1)c1ccccc1` gave OX1R antag 2.2 and CHT PAM inactive.
Screening Cc1cc(C)c(C(N)=O)c(Nc2cccc(Cl)c2)n1 returned OX1R antag 1.1 and CHT PAM inactive.
Screening COc1ccc(OC)c(NC(=O)CSc2nc3ccccc3c(=O)n2CCNC(C)=O)c1 returned OX1R antag -17.4 and CHT PAM inactive.
COc1ccc(NCc2cc(=O)oc3cc(NC(C)=O)ccc23)cc1 was read as OX1R antag -13.2 and CHT PAM inactive.
For CC(=O)c1ccc(NC(=O)C2CCCN(S(=O)(=O)c3ccc(-n4cnnn4)cc3)C2)cc1 (stereo not given) the results were OX1R antag -23.0 and CHT PAM inactive.
For Cc1ccc(CNC(=O)[C@@H]2CCC(=O)N2Cc2ccco2)cc1 the results were OX1R antag 2.4 and CHT PAM inactive.
CC(C)(C)NCc1ccccc1OCc1cccs1 was read as OX1R antag -16.1 and CHT PAM inactive.
`CC(C)(C)c1ccc(C(=O)CSc2nc3ccccc3c(=O)[nH]2)cc1` gave OX1R antag -1.2 and CHT PAM inactive.
`Cc1nn(-c2ccccc2)c(Cl)c1C(=O)NNC(=O)c1ccncc1` gave OX1R antag -12.2.
Screening CCCCCN(C(=O)CCC(=O)OCC(=O)c1ccc(CCC)cc1)c1c(N)n(CCCC)c(=O)[nH]c1=O returned OX1R antag -38.4 and CHT PAM inactive.
CC(C)(C)CC(C)(C)NC(=S)NC1CCN(Cc2ccccc2)CC1 was read as OX1R antag -20.4 and CHT PAM inactive.
`OCCNc1nc(Nc2ccccc2O)nc(N2CCCC2)n1` gave OX1R antag -6.8 and CHT PAM inactive.
For CCC(OC(=O)c1nsc(Cl)c1Cl)C(=O)NC(C)(C)C (stereo not given) the results were OX1R antag -21.8 and CHT PAM inactive.
CC(C)CCNC(=O)C(c1ccc(O)cc1)N(Cc1ccco1)C(=O)CCC(=O)Nc1nccs1 (stereo not given) was read as OX1R antag 1.0 and CHT PAM inactive.
Screening Cc1noc(C)c1S(=O)(=O)N1CCCC(C(=O)NCC2CCCO2)C1 (stereo not given) returned OX1R antag -8.8 and CHT PAM inactive.
Screening C[C@@H]1NC(=O)c2cc([N+](=O)[O-])cc(I)c2OCC[C@@H](C(N)=O)NC(=O)[C@H](CCCCN)NC1=O returned OX1R antag -10.4 and CHT PAM inactive.
`O=C(NCC(=O)N1CCCC(C(F)(F)F)C1)c1ccc(Br)o1` (stereo not given) gave OX1R antag -5.7 and CHT PAM inactive.
COc1cc(C#N)ccc1OCC(=O)N1CCc2ccccc2C1 was read as OX1R antag -15.2 and CHT PAM inactive.
For O=C(COC(=O)C1COc2ccccc2O1)Nc1ccc2c(c1)CCC2 (stereo not given) the results were OX1R antag -6.3 and CHT PAM inactive.
`COCCNC(=S)N/N=C(\C)c1cc2ccccc2o1` gave OX1R antag -33.2 and CHT PAM inactive.
Screening CCOCCCNC(=O)Cc1ccc(-n2c(CC)nc3cccnc32)cc1 returned CHT PAM inactive.
Screening CC1(C)NC(=O)N(CCCCSc2ccc(Cl)cc2)C1=O returned OX1R antag -14.6 and CHT PAM inactive.
Cc1cc(NC(=O)CCC(=O)N(c2ccccc2)C(C(=O)NC2CCCC2)c2ccccc2C)no1 (stereo not given) was read as OX1R antag -24.3 and CHT PAM inactive.
Screening Cc1cccc(/C=N/NC(=O)c2ccccc2OCc2cccc(Br)c2)n1 returned OX1R antag -26.5 and CHT PAM inactive.
CSc1ccccc1NC(=O)COC(=O)c1c[nH]c(=O)[nH]c1=O was read as OX1R antag -10.7 and CHT PAM inactive.
For CC[C@H]1OC(=O)C[C@@H](O)[C@H](C)[C@@H](O[C@@H]2O[C@H](C)C[C@H](N(C)C)[C@H]2O)[C@@H](CC=O)C[C@@H](C)C(=O)C=C[C@]2(C)O[C@H]2[C@@H]1C the results were OX1R antag -29.9 and CHT PAM inactive.
For COc1ccc(CN2C(=O)c3ccccc3C2C(=O)NCCc2ccccc2)c(OC)c1 (stereo not given) the results were OX1R antag -32.0 and CHT PAM inactive.
`Cc1ccc(N2C(=O)CC(Nc3ccccc3)C2=O)cc1` (stereo not given) gave OX1R antag 3.3 and CHT PAM inactive.
Screening COc1ccc(CCNC(=O)CSc2nnc3ccc(-c4ccccn4)nn23)cc1 returned OX1R antag -16.3 and CHT PAM inactive.
CCOC(=O)c1cccc(NS(=O)(=O)c2cnc[nH]2)c1 was read as OX1R antag -2.8 and CHT PAM inactive.
`Cc1ccc(C(=O)NCC(=O)OCc2nnc(-c3ccccc3)o2)cc1` gave OX1R antag -0.7 and CHT PAM inactive.
`CN(C)c1ccc(/C=C2\N=C(C(C)(C)C)OC2=O)cc1` gave OX1R antag -0.3 and CHT PAM inactive.
Cc1cc(Nc2ccc(N3CCOCC3)cc2)c2cccc(C)c2n1 was read as OX1R antag -18.3 and CHT PAM inactive.
Nc1nc2c(C(=O)N3CCOCC3)nnn2c2ccccc12 was read as OX1R antag -10.0 and CHT PAM inactive.
For CCCCn1c(=O)n(C)c(=O)c2c3c(sc21)COC(C)(C)C3 the results were OX1R antag -33.0 and CHT PAM inactive.
`CCOC(=O)COn1c(=O)c(-c2ccccc2)[n+]([O-])c2ccccc21` gave OX1R antag -14.6 and CHT PAM inactive.
For COc1ccccc1CCC(=O)N1CCN(S(=O)(=O)c2cccc(F)c2)CC1 the results were OX1R antag -6.3 and CHT PAM inactive.
`COc1ccccc1NC(=S)NCCSc1ccc(Cl)cc1` gave OX1R antag -11.6 and CHT PAM inactive.
Screening COc1ccc(NS(=O)(=O)c2cc(NC(=O)c3nn(C)c(=O)c4ccccc34)ccc2OC)cc1 returned OX1R antag -20.1 and CHT PAM inactive.
CCOc1cc(O)c(-c2[nH]ncc2-c2nc(C)cs2)cc1CC was read as OX1R antag -10.4 and CHT PAM inactive.
Screening COc1cc(/C=C2\CCCc3c2nc2ccccc2c3C(=O)O)cc(OC)c1O returned OX1R antag -13.1 and CHT PAM inactive.
COc1cc(S(=O)(=O)NCc2ccccc2)ccc1F was read as OX1R antag 8.5 and CHT PAM inactive.
